DAX1 inh-1: NR0B1 (DAX1) inhibition; P51843; HEK293 Gal4-DAX1 luciferase reporter, luminescence; inhibition, % at 6.75 µM; hit rate 0.99% among 340,000; AID 504766;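 active = inhibition above the mean over all tested compounds plus 3 SD, cut at about 4.2% in these data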;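 note: 0% = DAX1-transfected cells with DMSO and 100% = empty-vector control cells with DMSO; inhibition shows as a rise in luminescence from relieved DAX1 repression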
Target sequence (P51843 207-470 limits assumed): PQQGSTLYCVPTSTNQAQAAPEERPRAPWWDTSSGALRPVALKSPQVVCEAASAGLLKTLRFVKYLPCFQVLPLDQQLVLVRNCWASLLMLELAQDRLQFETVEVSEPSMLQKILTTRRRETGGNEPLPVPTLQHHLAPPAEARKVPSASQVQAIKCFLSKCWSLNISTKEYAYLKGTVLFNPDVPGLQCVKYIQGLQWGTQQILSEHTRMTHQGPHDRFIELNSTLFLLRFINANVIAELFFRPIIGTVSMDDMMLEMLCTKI
SMARCA2 act: activators of SMARCA2 function. MG213 cells, MMTV-luciferase reporter, dexamethasone, overnight. activation, % at 9.1 µM. hit rate 1% among 370,000. AID 652017; in the data active = activation above about 7.8%;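 note: 0% = vehicle wells and 100% = reference activator wells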
NPR2 activator: GC-B (human) receptor activation; HEK293-GC-B cells, CNP EC30, cGMP TR-FRET; 0% at EC30 CNP, 100% saturating CNP; AID 1920062; hit rate 0.11% among 370,000; activation, % at 10 µM;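 active = activation at 10 µM reaching about 35% in either raw or pattern-adjusted values, limit read from the data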
sPLA2-III inh: Blocks human group III sPLA2 activity | Q9NZ20 | QFRET BODIPY PC-A2 liposome hydrolysis, fluorescence | inhibition, % at 12.2 µM | hit rate 0.56% among 370,000 | AID 743126;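 active = inhibition above mean plus 3 SD of compounds lying within the high and low control bounds, cut at about 19% in these data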;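 note: 0% = median of test compound wells and 100% = no enzyme DMSO wells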
Target sequence (Q9NZ20 whole entry, looked up): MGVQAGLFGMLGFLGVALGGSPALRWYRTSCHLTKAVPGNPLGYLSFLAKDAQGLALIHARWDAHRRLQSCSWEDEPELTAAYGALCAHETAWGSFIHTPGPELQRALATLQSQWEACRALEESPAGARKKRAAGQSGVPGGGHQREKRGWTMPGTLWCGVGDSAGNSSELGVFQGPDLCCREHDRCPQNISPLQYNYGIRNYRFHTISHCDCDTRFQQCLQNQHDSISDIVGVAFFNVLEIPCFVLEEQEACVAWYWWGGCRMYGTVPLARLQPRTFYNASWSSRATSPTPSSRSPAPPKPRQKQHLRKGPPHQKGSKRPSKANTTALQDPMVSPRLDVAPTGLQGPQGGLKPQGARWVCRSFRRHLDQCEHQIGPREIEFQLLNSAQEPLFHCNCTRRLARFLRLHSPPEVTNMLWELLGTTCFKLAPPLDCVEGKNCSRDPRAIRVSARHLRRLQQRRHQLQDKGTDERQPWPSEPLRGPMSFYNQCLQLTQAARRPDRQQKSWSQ
GAA850 FXN act: frataxin GAA850 promoter activation; HEK293 lucGAA850 FXN promoter luciferase reporter, 24 h; percent of 10 µM SAHA response; activation, % at 6 µM; hit rate 0.56% among 360,000; AID 540364;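 active = activation above the average of all compounds screened plus 3 SD, cutoff fixed separately per campaign, cut at about 7.5% in these data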;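 note: 0% = DMSO wells and 100% = 10 µM SAHA wells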
hcDAF-12 act: H. contortus DAF-12 activation, primary screen; hit rate 1.4% among 370,000; activation, % at 6.8 µM; AID 652067; HEK293 hcDAF-12 lit1-tk-luc reporter, luminescence; 0% DMSO, 100% Δ7-dafachronic acid;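 active = activation above the mean of all tested compounds plus 3 SD, cut at about 5.5% in these data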;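 note: 100% = response to 3 µM Δ7-dafachronic acid high control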
proKLK7 act: activators of human kallikrein-7 zymogen; P49862; purified proKLK7, EDANS-DABCYL substrate fluorescence; 100% is mature enzyme control, 0% vehicle; activation, % at 7 µM; hit rate 0.9% among 370,000;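 active = activation above the mean of all tested compounds plus 3 SD, computed per campaign excluding outliers beyond control limits, cut at about 13% in these data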
Target sequence (P49862 whole entry, looked up): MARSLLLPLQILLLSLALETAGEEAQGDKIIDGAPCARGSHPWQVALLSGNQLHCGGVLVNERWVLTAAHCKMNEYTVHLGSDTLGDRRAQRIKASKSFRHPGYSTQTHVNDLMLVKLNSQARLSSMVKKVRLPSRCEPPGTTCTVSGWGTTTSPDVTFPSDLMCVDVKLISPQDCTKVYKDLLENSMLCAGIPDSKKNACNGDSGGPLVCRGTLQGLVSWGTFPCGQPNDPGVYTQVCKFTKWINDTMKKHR
ssDAF12 agonist: S. stercoralis DAF-12 activation, primary screen; hit rate 1% among 370,000; AID 652126; activation, % at 6.8 µM; HEK293 ssDAF-12/GRIP1 lit1-tk-luc reporter, luminescence; % of 3 µM dafachronic acid response;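 active = activation above the mean over all tested compounds plus 3 SD, cut at about 0.9% in these data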;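 note: 0% = DMSO-only wells and 100% = 3 µM delta7-dafachronic acid wells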
DAX1 inh-2: blocks DAX1 repression of SF-1 activated StAR promoter. HEK293T StAR-luciferase reporter, SF-1/DAX-1 repression relief. inhibition, % at 6.8 µM. hit rate 1.1% among 370,000. AID 652010;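 active = inhibition above the mean over all tested compounds plus 3 SD, cut at about 3.6% in these data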;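 note: 0% = DAX-1 cells with DMSO and 100% = cells lacking DAX-1 with DMSO; higher inhibition means more luminescence from relief of DAX-1 repression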
GC-A act: GC-A (human) enzyme activation; P16066; HEK293 GC-A cells, cGMP TR-FRET, EC30 ANP; 0% at EC30 ANP, 100% saturating ANP; activation, % at 10 µM; hit rate 0.14% among 370,000; in the data active = activation above about 40%
hgDAF-12 ag: activates the H. glycines DAF-12 receptor ligand-binding domain; HEK293 GAL4-hgDAF12 UAS-luciferase reporter, agonist luminescence; normalized to butyrate control; activation, % at 6.8 µM; hit rate 1.8% among 370,000;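 active = activation above a cutoff set at the mean of all screened compounds plus 3 SD, cut at about 10% in these data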;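 note: 0% = DMSO wells and 100% = sodium butyrate wells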
Active calls of the source: *; nt = no result given.

SMILES	DAX1 inh-1	SMARCA2 act	NPR2 activator	sPLA2-III inh	GAA850 FXN act	hcDAF-12 act	proKLK7 act	ssDAF12 agonist	DAX1 inh-2	GC-A act	hgDAF-12 ag
CCC1CCCCN1C(=O)CSc1nnc(-c2ccc(Cl)s2)o1 (stereo unspecified)	-0.1	1	-9	8	1.1	-1.4	-0.3	-1.1	1.0	2	3.5
O=S(=O)(Nc1ccc(F)cc1)c1ccc(S(=O)(=O)N2CCOCC2)cc1	-0.6	-2	-3	-7	1.2	1.3	0.6	-1.4	-1.2	-3	2.2
CC(C)(C)OC(=O)N(Cc1ccccc1)Cc1ccccc1OCc1cccc(NC(=O)C2CCC2)c1	0.0	-5	0	-11	-0.7	-1.8	0.4	-0.6	0.2	0	-1.9
COCCCNC(=O)c1cc(S(=O)(=O)NCCCN2CCCC2=O)ccc1Cl	0.3	-2	4	6	1.8	-1.2	0.4	-1.3	1.4	3	3.6
CS(=O)(=O)N1CCC(C(=O)N2CCN(c3ccccc3)CC2)CC1	nt	-1	-2	0	-0.7	-1.4	0.6	-0.9	0.1	2	-2.0
Cc1cc(C)nc(NS(=O)(=O)c2ccc(N3Cc4ccccc4C3=O)cc2)n1	0.4	-3	-7	-3	2.2	-3.0	-0.4	-0.9	-0.4	-9	-4.2
Cc1ccc2cc(CN(CC3CCCO3)S(=O)(=O)c3ccccc3)c3nnnn3c2c1 (stereo unspecified)	-2.1	2	7	-4	1.9	-3.2	0.1	-1.6	-1.2	3	-1.1
CC1CCN(CC(O)COc2ccc(F)cc2)CC1 (stereo unspecified)	3.8	0	7	4	-1.0	-0.9	-0.2	-0.5	0.9	1	3.6
COc1ccc(C(=O)NCC(C)(c2ccccc2)c2ccccc2)cc1S(=O)(=O)N1CCOCC1	-0.2	-4	3	-1	-1.5	-1.4	0.7	-1.5	-1.2	-1	-3.8
COCCCn1cc(CN2CC(N(C)C)CS2(=O)=O)nn1 (stereo unspecified)	nt	-5	7	15	nt	0.5	0.3	-1.0	3.9*	0	2.2
Cc1cc(N2CCN(C(=O)c3ccco3)CC2)n2nc(-c3cccc(F)c3)cc2n1	-1.1	-1	0	-6	-0.8	-1.4	-1.8	-1.7	-2.5	2	-2.5
COc1ccc2oc(C(=O)OCC(=O)N(C)C3CCS(=O)(=O)C3)c(C)c2c1 (stereo unspecified)	-0.8	-1	-1	6	0.0	0.5	2.1	-0.8	-1.0	0	2.8
CCCNC(=O)N1CCC(Cc2ccccc2)CC1	1.0	0	5	7	2.0	2.2	0.1	-1.4	0.7	1	0.8
Cc1nn(C)c(C)c1Nc1ccc(N2C(=O)C3CC=CCC3C2=O)cc1[N+](=O)[O-] (stereo unspecified)	-3.6	-5	4	15	-4.1	-3.3	-0.4	-1.7	-1.8	0	-4.0
CCOc1ccccc1NC(=O)COC(=O)COc1cccc2c1OC(C)(C)C2	1.3	-1	-4	-4	1.5	-0.5	0.3	-1.4	-0.4	-3	-1.0
O=C(/C=C/c1ccccc1F)c1cccc([N+](=O)[O-])c1	-1.3	-2	-2	3	3.5	4.3	0.0	-0.5	-0.1	4	0.8
Cc1ccc(C(C(=O)NC2CCCC2)N(Cc2ccc3c(c2)OCO3)C(=O)Cc2cccs2)cc1 (stereo unspecified)	0.8	-1	-30	11	1.6	0.0	0.1	-1.6	-0.2	-40	-2.6
CCc1ccccc1NC(=O)c1cnc2scc(C)n2c1=O	1.0	-5	-1	5	1.8	0.9	0.1	-1.4	1.3	10	3.0
COc1ccc(CCC(C)N2CCC(Oc3ccc(C(=O)N4CCCC4)cc3)CC2)cc1 (stereo unspecified)	0.8	1	-1	-2	-2.0	-1.0	0.0	-1.2	1.0	6	-0.2
O=C(O)Cn1c(=O)c2c(c3ccccc31)CCC2	1.5	-2	0	6	0.7	-1.9	-0.7	-1.1	0.5	6	-2.7
O=C(CSc1ccccc1F)Nc1ccc(N2CCOCC2)cc1	1.0	2	-2	14	3.1	1.2	-0.2	-0.5	-2.5	1	12*
CC(C)CC(=O)Nc1c2c(nn1-c1ccc(F)cc1)CS(=O)C2 (stereo unspecified)	0.0	-2	1	3	1.0	-1.4	-0.5	-0.8	0.3	1	1.2
Cc1ccc(-c2noc(CCC(=O)NCCN3CCN(Cc4ccccc4)CC3)n2)cc1	-1.1	-1	-1	-4	-0.3	-2.9	0.2	-2.4	-1.4	0	-2.5
O=C(CCCN1CCC(c2ccccc2)C1)c1ccc2c(c1)OCCO2 (stereo unspecified)	0.0	-3	-4	5	0.4	-2.7	0.2	-0.9	0.0	-3	-2.9
O=C(CSc1nc2ccccc2c(=O)n1-c1ccc(Cl)cc1)c1ccco1	0.7	0	2	-15	1.0	-1.8	-0.6	-1.2	-0.3	4	-1.1
COC(=O)[C@@H]1C[C@H]2CC[C@H](O)C[C@H]2N1Cc1ccc(-c2ccccc2)cc1	0.4	0	-3	5	0.0	-1.7	-0.2	-1.5	-0.3	0	0.8
O=C(c1ccc(COCC(F)(F)F)o1)N1CCCCCC1	-0.5	0	-3	1	1.3	-0.7	0.8	-0.7	1.2	0	0.8
COc1ccc(NC(=O)CSc2ccc3c(c2)OCCO3)cc1S(N)(=O)=O	-1.3	-3	4	-2	1.1	3.2	0.4	0.4	-0.6	6	4.9
Cc1cc(C)c2c(N)c(C(=O)c3ccccc3Cl)sc2n1	-0.5	-2	3	5	0.2	-1.4	-0.7	-1.0	-0.4	2	-1.9
CN1CCN(C(=S)C(=O)Nc2ccccc2)CC1	0.1	-1	1	-4	1.0	1.1	0.1	-1.0	-0.4	-3	0.8
CCOC(=O)c1nnc(-c2ccc(C)cc2)nc1Oc1ccccc1Cl	0.0	7	1	10	1.2	1.9	0.0	0.8	0.5	-4	6.8
CCc1cc(Cn2nc(-c3ccccc3)cc2C(=O)NCc2cccc(C(F)(F)F)c2)on1	1.2	-1	8	-1	0.3	-1.5	-0.5	-1.3	0.2	1	-1.4
CCOc1ccc(NC(=O)Cn2nnc(C(=O)NCc3ccccc3OC)c2N)cc1	0.3	-1	3	-7	0.3	-2.5	0.4	-1.3	-0.4	0	0.7
COc1ccc(S(=O)(=O)N(C)C[C@@H]2Oc3c(NC(=O)Nc4ccccc4)cccc3C(=O)N([C@@H](C)CO)C[C@H]2C)cc1	nt	nt	0	-32	nt	-1.3	nt	-1.1	nt	3	-5.5
O=C(N/N=C/c1ccc([N+](=O)[O-])o1)c1cc(-c2cccc(Br)c2)nc2ccccc12	-1.3	-5	-6	-1	0.4	-1.5	-1.2	-1.1	-2.1	-18	0.7
O=C(CN1CCC(C(=O)c2cccc(F)c2)CC1)NCc1cccs1	-1.2	-2	3	3	2.8	-0.3	-0.3	-1.7	-0.6	0	-2.5
Cn1cc(CN2CCC(Oc3ccc(C(=O)N4CCCCC4)cc3)CC2)cn1	0.5	-1	1	-4	0.4	-1.0	0.1	-0.6	0.4	1	-0.4
CCCCCn1cc(CCC(=O)Nc2ccc(Oc3cccnc3)cc2)c2ccccc21	nt	1	-2	-45	nt	-0.6	0.1	-1.3	0.1	-4	0.8
Cc1ccc(C)c(-n2c(CNC(=O)c3ccco3)nnc2SCC(=O)N2CCc3ccccc32)c1	0.4	1	-2	0	1.1	-0.6	0.5	-0.3	0.3	0	0.1
O=C(/C=C/c1cccs1)c1ccc(N2CCOCC2)cc1	2.7	-1	-1	-3	-0.1	2.5	0.7	-0.4	0.8	-7	11*
Cc1ccc(S(C)(=O)=O)cc1C(=O)Nc1cccc(S(=O)(=O)N2CCCCCC2)c1	-0.1	-2	10	-8	0.7	-3.0	-0.3	-0.9	0.0	4	-2.0
CCn1c(=O)c2c(nc3n2CC(C)CN3CCc2ccccc2)n(C)c1=O (stereo unspecified)	-2.0	2	7	2	5.6	-2.0	0.6	-1.2	-0.6	9	-2.3
Cc1ccc(NC(=O)CN2c3cccc4cccc(c34)S2(=O)=O)cc1	0.3	-2	-2	-13	-1.4	0.0	0.8	-1.3	-0.8	-3	1.3
CCC1=Nc2cc(C(=O)NCCN3CCCC3)ccc2Sc2ccc(C)cc21	0.0	0	-5	-11	0.0	-1.3	0.6	-1.5	-0.7	-2	2.2
O=C(O)c1ccc2c(c1)-c1nc3ccccc3n1C2=O	3.4	1	0	3	1.1	-2.2	0.0	-1.3	0.4	-1	3.6

An excerpt from above with just SMARCA2 act and DAX1 inh-1:
Structure	SMARCA2 act	DAX1 inh-1
CCOc1ccc(NC(=O)Cn2nnc(C(=O)NCc3ccccc3OC)c2N)cc1	-1	0.3
Cc1ccc(S(C)(=O)=O)cc1C(=O)Nc1cccc(S(=O)(=O)N2CCCCCC2)c1	-2	-0.1

(next part)
SMILES	DAX1 inh-1	SMARCA2 act	NPR2 activator	sPLA2-III inh	GAA850 FXN act	hcDAF-12 act	proKLK7 act	ssDAF12 agonist	DAX1 inh-2	GC-A act	hgDAF-12 ag
COc1cccc(NC(=O)CSc2nncn2-c2ccccn2)c1	4.2	2	-5	-2	-1.9	-0.2	0.5	-0.9	0.9	-1	1.2
CCOC(=O)c1c(NC(=O)CCC(=O)O)sc2c1CC(C)(C)OC2	2.8	3	-2	1	0.6	-1.1	0.3	-1.1	-0.6	-2	-1.9
CCOC(=O)c1cc2c(=O)[nH]ccc2nc1C(F)(F)F	1.1	-1	0	-3	1.5	-2.2	8.1	0.5	-0.7	0	-0.9
CCC(C)NC(=S)Nc1ccc2nc(N3CCN(CC)CC3)cc(C)c2c1 (stereo unspecified)	1.8	2	8	2	-2.2	1.7	3.8	-1.9	0.4	3	0.5
COc1ccc(C(CNC(=O)C(=O)Nc2ccc3c(c2)OCO3)N2CCN(C)CC2)cc1 (stereo unspecified)	0.1	-1	-5	-13	1.8	-1.8	-0.1	-1.0	0.7	1	-1.9
O=C1CCNc2c(Cl)cccc21	0.2	-5	1	4	-1.2	2.1	1.3	-0.1	0.2	0	1.1

DAX1 inh-2, entries above that show a hit.
| compound | DAX1 inh-1 | SMARCA2 act | NPR2 activator | sPLA2-III inh | hcDAF-12 act | proKLK7 act | ssDAF12 agonist | DAX1 inh-2 | GC-A act |
| --- | --- | --- | --- | --- | --- | --- | --- | --- | --- |
| COCCCn1cc(CN2CC(N(C)C)CS2(=O)=O)nn1 (stereo unspecified) | nt | -5 | 7 | 15 | 0.5 | 0.3 | -1.0 | 3.9* | 0 |

4 entries already listed, sorted by molar mass, lowest first:
SMILES	DAX1 inh-1	SMARCA2 act	NPR2 activator	sPLA2-III inh	GAA850 FXN act	hcDAF-12 act	proKLK7 act	ssDAF12 agonist	DAX1 inh-2	GC-A act	hgDAF-12 ag
O=C(O)c1ccc2c(c1)-c1nc3ccccc3n1C2=O	3.4	1	0	3	1.1	-2.2	0.0	-1.3	0.4	-1	3.6
CCOC(=O)c1cc2c(=O)[nH]ccc2nc1C(F)(F)F	1.1	-1	0	-3	1.5	-2.2	8.1	0.5	-0.7	0	-0.9
CCOC(=O)c1c(NC(=O)CCC(=O)O)sc2c1CC(C)(C)OC2	2.8	3	-2	1	0.6	-1.1	0.3	-1.1	-0.6	-2	-1.9
COc1ccc(C(CNC(=O)C(=O)Nc2ccc3c(c2)OCO3)N2CCN(C)CC2)cc1 (stereo unspecified)	0.1	-1	-5	-13	1.8	-1.8	-0.1	-1.0	0.7	1	-1.9
